# TcdB inh: TcdB glycohydrolase inhibitors, primary screen, biochemical, single point, plate reader; Toxin B (Clostridioides difficile), P18177; TcdB glycohydrolase enzymatic assay; inhibition, % at 9.99 µM; 350,000 tested, 0.24% active; in the data active = inhibition above about 10%
# Numbers without * were called inactive; & = joins results of further samples.
# A first look:
SMILES,TcdB inh
CO[C@@H]1CN(C)C(=O)c2cc(NC(=O)Nc3ccc(F)cc3)ccc2OC[C@@H](C)NC[C@@H]1C,-3.1
CCNC(=O)C[C@H]1CC[C@H]2[C@@H](COC[C@@H](O)CN2C(=O)Nc2ccc(Cl)c(Cl)c2)O1,0.8
CC(C)NC(=O)N(C)C[C@@H]1Oc2ccc(NC(=O)CCN3CCOCC3)cc2C(=O)N([C@H](C)CO)C[C@H]1C,0.2
COCC(=O)N1[C@@H](CO)[C@@H](c2ccccc2)C12CN(C(=O)Nc1ccccc1F)C2,0.8
CC(C)NC(=O)Nc1ccc2c(c1)C(=O)N([C@H](C)CO)C[C@@H](C)[C@H](CN(C)C(=O)Nc1cccc3ccccc13)O2,1.4
COc1ccc(S(=O)(=O)N(C)C[C@@H]2Oc3c(NC(=O)c4cc(C)nn4C)cccc3C(=O)N([C@H](C)CO)C[C@@H]2C)cc1,-0.5
C[C@H]1CN([C@@H](C)CO)C(=O)c2cccc(NC(=O)c3ccncc3)c2O[C@H]1CN(C)Cc1ccc(-c2ccccc2)cc1,-0.6
CC(C)NC(=O)N(C)C[C@@H]1Oc2ccc(NC(=O)C3CC3)cc2C(=O)N([C@H](C)CO)C[C@@H]1C,-0.6
O=C(C[C@@H]1C[C@@H]2c3cc(NC(=O)Nc4ccccc4)ccc3O[C@@H]2[C@H](CO)O1)NCc1ccccc1,3.6
C[C@@H]1CCCCO[C@@H](CN(C)C(=O)Nc2ccc(F)cc2)[C@H](C)CN([C@@H](C)CO)C(=O)c2cc(NC(=O)CCC(F)(F)F)ccc2O1,1.0

# The list itself (from the top)
SMILES,TcdB inh
CO[C@@H]1CN(C)C(=O)c2cc(NC(=O)Nc3ccc(F)cc3)ccc2OC[C@@H](C)NC[C@@H]1C,-3.1
CCNC(=O)C[C@H]1CC[C@H]2[C@@H](COC[C@@H](O)CN2C(=O)Nc2ccc(Cl)c(Cl)c2)O1,0.8
CC(C)NC(=O)N(C)C[C@@H]1Oc2ccc(NC(=O)CCN3CCOCC3)cc2C(=O)N([C@H](C)CO)C[C@H]1C,0.2
COCC(=O)N1[C@@H](CO)[C@@H](c2ccccc2)C12CN(C(=O)Nc1ccccc1F)C2,0.8
CC(C)NC(=O)Nc1ccc2c(c1)C(=O)N([C@H](C)CO)C[C@@H](C)[C@H](CN(C)C(=O)Nc1cccc3ccccc13)O2,1.4
COc1ccc(S(=O)(=O)N(C)C[C@@H]2Oc3c(NC(=O)c4cc(C)nn4C)cccc3C(=O)N([C@H](C)CO)C[C@@H]2C)cc1,-0.5
C[C@H]1CN([C@@H](C)CO)C(=O)c2cccc(NC(=O)c3ccncc3)c2O[C@H]1CN(C)Cc1ccc(-c2ccccc2)cc1,-0.6
CC(C)NC(=O)N(C)C[C@@H]1Oc2ccc(NC(=O)C3CC3)cc2C(=O)N([C@H](C)CO)C[C@@H]1C,-0.6
O=C(C[C@@H]1C[C@@H]2c3cc(NC(=O)Nc4ccccc4)ccc3O[C@@H]2[C@H](CO)O1)NCc1ccccc1,3.6
C[C@@H]1CCCCO[C@@H](CN(C)C(=O)Nc2ccc(F)cc2)[C@H](C)CN([C@@H](C)CO)C(=O)c2cc(NC(=O)CCC(F)(F)F)ccc2O1,1.0
COCC(=O)N(C)C[C@H]1Oc2cc(C3=CCCCC3)ccc2S(=O)(=O)N([C@H](C)CO)C[C@@H]1C,-0.5
C=CC[C@@]1(C(=O)OC)N=C(c2ccc(OCCCO)cc2)O[C@@H]1c1ccccc1,0.6
COCC#Cc1ccc2c(c1)O[C@@H](CN(C)Cc1ccccn1)[C@@H](C)CN([C@H](C)CO)S2(=O)=O,-2.0
C[C@@H]1CN([C@H](C)CO)C(=O)c2cc(NC(=O)Nc3ccc(F)cc3)ccc2O[C@@H]1CN(C)Cc1ccncc1,0.6
O=C(C[C@@H]1CC[C@@H](NC(=O)c2ccc3c(c2)OCO3)[C@H](CO)O1)NCc1ccc(Oc2ccccc2)cc1,-0.5
CCCC#Cc1cnc2c(c1)C(=O)N([C@@H](C)CO)C[C@H](C)[C@H](CN(C)C(=O)Nc1c(C)noc1C)O2,0.3
COc1cccc(NC(=O)N2C[C@H](O)COC[C@@H]3O[C@@H](CC(=O)NC4Cc5ccccc5C4)CC[C@H]32)c1,-0.3
CCCNC(=O)N(C)C[C@@H]1Oc2cc(C#Cc3ccccn3)ccc2S(=O)(=O)N([C@H](C)CO)C[C@H]1C,-0.2
CO[C@H](CN(C)Cc1cc(F)ccc1F)[C@H](C)CN([C@@H](C)CO)S(=O)(=O)c1ccc(F)cc1,2.5
CO[C@@H]1CN(C)C(=O)c2ccc(NS(=O)(=O)c3ccc(Cl)cc3)cc2OC[C@H](C)N(C(=O)NC(C)C)C[C@H]1C,-0.9
COc1cccc(C#Cc2cnc3c(c2)C(=O)N([C@H](C)CO)C[C@@H](C)[C@H](CN(C)C(C)=O)O3)c1,-0.2
C[C@H]1CN([C@@H](C)CO)C(=O)c2cc(NC(=O)CCCN(C)C)ccc2O[C@@H]1CN(C)S(C)(=O)=O,0.4
COc1ccc(NC(=O)Nc2cccc3c2O[C@@H](CN(C)Cc2ccc(C(=O)O)cc2)[C@H](C)CN([C@H](C)CO)C3=O)cc1,0.6
O=C(C[C@@H]1CC[C@@H](NC(=O)CN2CCOCC2)[C@@H](CO)O1)NCCc1ccncc1,-2.4
COc1ccc(NC(=O)N(C)C[C@H]2Oc3ccc(NC(=O)Cc4ccccc4)cc3CC(=O)N([C@H](C)CO)C[C@@H]2C)cc1,0.5
O=C(C[C@@H]1CC[C@H](NC(=O)Nc2ccc(F)cc2)[C@@H](CO)O1)NCc1ccccn1,0.2
CCC(=O)N1C[C@@H](C)[C@H](OC)CN(C)C(=O)c2ccc(NC(=O)Nc3cccc(F)c3)cc2OC[C@H]1C,0.4
O=S(=O)(Cc1ccccc1)NCC[C@H]1CC[C@H](NS(=O)(=O)c2ccccc2)[C@@H](CO)O1,-0.7
CCc1cnc(N2[C@H](C#N)[C@H](c3ccc(C#Cc4ccccc4F)cc3)[C@@H]2CO)s1,-7.7
CCCNC(=O)N1[C@H](CO)[C@@H](c2ccccc2)C12CN(C(=O)CC1CC1)C2,0.0
CCCNC(=O)N1C[C@H]2[C@@H](c3ccccc31)[C@@H](CO)N2C(=O)NCCC,-0.3
O=C(C[C@@H]1C[C@H]2c3cc(NC(=O)Nc4ccc(C(F)(F)F)cc4)ccc3O[C@H]2[C@@H](CO)O1)NCC1CC1,0.6
Cc1ccccc1-c1ccc([C@@H]2[C@H]3CN(C(=O)Cc4ccccn4)CC(=O)N3[C@H]2CO)cc1,-0.2
O=C(NCC[C@H]1CC[C@@H](NC(=O)C2CCOCC2)[C@H](CO)O1)c1cc(Cl)cc(Cl)c1,-0.4
O=C(c1ccccc1)N1CC(=O)N2[C@@H](CO)[C@H](c3ccc(C#CCC4CCCC4)cc3)[C@@H]2C1,-1.6
COc1ccc(CN(C)C[C@@H]2Oc3ccc(NC(=O)C4CC4)cc3CC(=O)N([C@H](C)CO)C[C@@H]2C)cc1,-0.2
CN1c2ccc(Br)cc2[C@@H]2[C@@H](CCN2C(=O)c2cccc(F)c2)[C@@H]1CO,-2.4
O=C(Cc1ccccn1)N1CCCCN2[C@@H](CO)[C@H](c3ccc(-c4ccccc4)cc3)[C@@H]2C1,-0.2
CN1C[C@H]2[C@@H](c3ccccc31)[C@H](CO)N2C(=O)Nc1ccccc1Cl,0.0
Cc1noc(C)c1S(=O)(=O)N(C)C[C@H]1Oc2ccc(NC(=O)Cc3cn(C)c4ccccc34)cc2CC(=O)N([C@H](C)CO)C[C@@H]1C,1.1
C[C@H](CO)N1C[C@H](C)[C@@H](CN(C)C(=O)Nc2cccc3ccccc23)Oc2ccc(NC(=O)NC3CCCCC3)cc2CC1=O,0.3
O=C(C[C@@H]1CC[C@@H]2[C@H](COC[C@@H](O)CN2Cc2cc(F)ccc2F)O1)N1CCc2ccccc2C1,0.6
CO[C@H](CN(C)C(=O)c1cc(Cl)cc(Cl)c1)[C@H](C)CN(C(=O)Nc1ccc(F)cc1)[C@H](C)CO,0.5
O=C(Nc1ccc(F)cc1)N1C[C@@H]2N[C@H](C1)C2c1ccc(-c2ccccc2F)cc1 (stereo partly specified),0.2&1.0
C[C@@H]1CN([C@H](C)CO)C(=O)c2cc(N(C)C)ccc2O[C@@H](C)CCCCO[C@@H]1CN(C)C(=O)CCC(F)(F)F,-7.8
CCS(=O)(=O)NCC[C@@H]1CC[C@@H](NS(=O)(=O)c2ccccc2C)[C@@H](CO)O1,-2.1
CCCC(=O)Nc1ccc2c(c1)OC[C@@H](C)N(C(=O)c1cnccn1)C[C@H](C)[C@@H](OC)CN(C)C2=O,1.1
C[C@@H]1CN([C@H](C)CO)C(=O)c2cc(N(C)C)ccc2O[C@H]1CN(C)S(=O)(=O)c1cccs1,-3.5
C[C@@H]1CN([C@H](C)CO)C(=O)c2cccc(NC(=O)C3CC3)c2O[C@@H]1CN(C)C(=O)Nc1ccccc1,0.3
CO[C@@H]1CC[C@@H]2CCN(C)C(=O)CCCN(C)C(=O)c3cc(C#N)ccc3OC[C@@H]1O2,0.4
CC(C)C#Cc1ccc([C@H]2[C@@H](C#N)N(C(=O)C3CC3)[C@H]2CO)cc1,2.0
C[C@@H]1CN([C@H](C)CO)C(=O)c2cc(N(C)C)ccc2O[C@@H](C)CCCCO[C@@H]1CN(C)C(=O)Nc1ccccc1,-36
COc1ccc(C#Cc2ccc([C@H]3[C@@H](CO)N4C(=O)CN(C(=O)C5CCOCC5)C[C@H]34)cc2)cc1,0.1
COC(=O)C[C@H]1C[C@@H]2c3cc(NC(=O)Nc4ccccc4F)ccc3O[C@@H]2[C@@H](CO)O1,-12
C[C@@H]1CN([C@H](C)CO)C(=O)c2cccc(NC(=O)c3cnccn3)c2O[C@@H]1CN(C)Cc1ccc(C(F)(F)F)cc1,0.4
CN(C)C(=O)C[C@H]1CC[C@@H]2[C@H](COC[C@@H](O)CN2C(=O)C2CCOCC2)O1,-1.1
C[C@H]1CN([C@@H](C)CO)C(=O)Cc2cc(NS(=O)(=O)c3cn(C)cn3)ccc2O[C@H]1CN(C)Cc1ccncc1,-0.3
O=C(Cc1ccncc1)NCC[C@H]1CC[C@H](NC(=O)Nc2ccc(Cl)cc2)[C@@H](CO)O1,0.3
CO[C@@H]1CN(C)C(=O)c2cc(NC(=O)C3CCCC3)ccc2OC[C@H](C)N(CCC(F)(F)F)C[C@H]1C,1.6
C[C@H](CO)N1C[C@H](C)[C@@H](CN(C)Cc2ccncc2)Oc2cc(C#CC3CC3)ccc2S1(=O)=O,1.3

# Additional compounds.
SMILES,TcdB inh
COC(=O)C[C@H]1CC[C@H]2[C@@H](COc3ccc(NC(=O)c4ccc(F)cc4)cc3C(=O)N2C)O1,-1.5
CC(C)NC(=O)N(C)C[C@@H]1Oc2ccc(NC(=O)CCCN(C)C)cc2C(=O)N([C@H](C)CO)C[C@H]1C,0.0
CC(C)NC(=O)Nc1ccc2c(c1)C(=O)N([C@H](C)CO)C[C@@H](C)[C@H](CN(C)C(=O)Nc1ccccc1)O2,1.2
C[C@@H]1CCCCO[C@H](CN(C)C(=O)Nc2ccccc2)[C@@H](C)CN([C@@H](C)CO)C(=O)c2cc(NC(=O)CCCN(C)C)ccc2O1,0.5
CS(=O)(=O)N1C[C@@H](O)COC[C@@H]2O[C@H](CC(=O)NC3Cc4ccccc4C3)CC[C@H]21,0.3
C[C@@H]1CN([C@@H](C)CO)C(=O)c2cc(C#Cc3ccccc3)cnc2O[C@H]1CN(C)C(=O)c1ccccc1,-1.9
Cc1ccc(S(=O)(=O)N[C@H]2CC[C@H](CC(=O)NCCCN(C)C)O[C@H]2CO)cc1,0.9
O=C(NCc1ccccn1)[C@H]1[C@H](CO)[C@H]2Cn3c(ccc(C4=CCCC4)c3=O)[C@@H]1N2Cc1cccnc1,1.9
O=C(C1CCCC1)N1C[C@@H]2[C@H](c3ccccc31)[C@@H](CO)N2C(=O)Nc1cccc(F)c1,1.4
CC(C)NC(=O)Nc1ccc2c(c1)C(=O)N([C@@H](C)CO)C[C@@H](C)[C@@H](CN(C)C(=O)Nc1ccc3c(c1)OCO3)OCCCC[C@H](C)O2,0.4
C[C@@H]1CN([C@H](C)CO)C(=O)c2cccc(NC(=O)c3nc4ccccc4s3)c2O[C@@H]1CN(C)C(=O)Nc1ccc2c(c1)OCO2,0.9
CCCNC(=O)N(C)C[C@H]1Oc2ncc(C#CCC(C)C)cc2C(=O)N([C@@H](C)CO)C[C@@H]1C,-0.5
C[C@H](CO)N1C[C@H](C)[C@H](CN(C)C)Oc2ccc(NC(=O)C3CCCCC3)cc2C1=O,-0.2
COc1ccc2c3c([nH]c2c1)[C@H](CO)N(C(=O)c1cnccn1)CC31CN(S(=O)(=O)c2ccccc2)C1,-2.2
C[C@@H]1CN([C@H](C)CO)C(=O)Cc2cc(NC(=O)CCC(F)(F)F)ccc2O[C@H]1CN(C)CC1CCCCC1,-1.4
CS(=O)(=O)N1[C@@H]2Cn3c(ccc(-c4cccc(F)c4)c3=O)[C@H]1[C@@H](C(=O)N1CCCCC1)[C@@H]2CO,-0.7
C[C@@H]1CCCCO[C@@H](CN(C)C(=O)c2ccccc2)[C@H](C)CN([C@H](C)CO)C(=O)c2cc(N(C)C)ccc2O1,-12
COCC#Cc1ccc2c(c1)O[C@@H](CN(C)CC1CCOCC1)[C@@H](C)CN([C@H](C)CO)S2(=O)=O,0.9
O=C(C[C@H]1C=C[C@H](NC(=O)C2CCC2)[C@H](CO)O1)NCCCN1CCOCC1,0.0
O=C(C[C@H]1C[C@@H]2c3cc(NC(=O)c4cccnc4)ccc3O[C@@H]2[C@H](CO)O1)NCC1CC1,-1.5
CC(C)CC#Cc1cnc2c(c1)C(=O)N([C@H](C)CO)C[C@H](C)[C@H](CN(C)C(=O)c1ccccc1F)O2,0.2
C[C@@H]1CN([C@@H](C)CO)C(=O)c2cc(NC(=O)Nc3ccc(C(F)(F)F)cc3)ccc2O[C@@H](C)CCCCO[C@H]1CN(C)Cc1ccc(Cl)c(Cl)c1,-0.1
C[C@H](O)C#Cc1ccc([C@H]2[C@H](CO)N3CCCCN(C(=O)c4ccc(F)cc4)C[C@@H]23)cc1,-0.5

# From PubChem BioAssay

# An excerpt (hit frequency here may not be typical).
